Compound activity (PubChem BioAssay)
PLCb3 inh: inhibitors of human phospholipase C beta3. AID 720704. Purified PLC-beta3, fluorogenic substrate, fluorescence. inhibition, % at 12.2 µM. 370,000 tested, 0.18% active. Q01970; in the data active = inhibition above about 11%;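 note: 0% = median of compound wells on plate and 100% = full blocker control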
DDE Tn6 FP inh: disrupts Tn6 cyclic peptide binding to fibrin D-Dimer-E complex | Fibrin DD(E) TRITC-Tn6 fluorescence polarization displacement | inhibition, % at 8.3 µM | 370,000 tested, 0.21% active;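 active = inhibition above a per-campaign cutoff: mean of compounds within control limits plus 3 SD, cut at about 15% in these data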;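 note: 0% = median of all compound wells on the plate and 100% = blocking peptide control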
Target sequence (P02675 whole entry, looked up): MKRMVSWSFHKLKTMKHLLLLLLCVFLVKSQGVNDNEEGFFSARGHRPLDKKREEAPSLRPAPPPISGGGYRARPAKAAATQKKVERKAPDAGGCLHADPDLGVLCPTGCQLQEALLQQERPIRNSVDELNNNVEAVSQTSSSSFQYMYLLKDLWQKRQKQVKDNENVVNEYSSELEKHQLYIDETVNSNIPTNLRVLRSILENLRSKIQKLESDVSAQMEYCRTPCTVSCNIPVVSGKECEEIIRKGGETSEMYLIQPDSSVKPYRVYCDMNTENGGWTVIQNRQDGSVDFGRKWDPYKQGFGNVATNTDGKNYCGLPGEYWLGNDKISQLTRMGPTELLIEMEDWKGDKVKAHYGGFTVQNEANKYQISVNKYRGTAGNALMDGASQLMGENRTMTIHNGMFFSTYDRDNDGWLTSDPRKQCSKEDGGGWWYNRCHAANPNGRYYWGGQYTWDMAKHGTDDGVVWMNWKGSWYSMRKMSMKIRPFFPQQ
NR1D1 modulator: modulators of human Rev-erb alpha DNA binding; activity, % at 10 µM; 370,000 tested, 0.79% active; Rev-erbα–FITC-DNA binding, fluorescence polarization, 90 min;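 active = activity above about 14%, limit read from the data; passing the limit was not always enough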;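 note: 0% = DMSO wells with 35 nM protein and 100% = DMSO wells with 750 nM protein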
PLC-gamma1 inh: blocks human PLC-gamma1 enzyme activity | P19174 | purified PLC-gamma1, fluorogenic substrate, fluorescence | inhibition, % at 12.2 µM | 370,000 tested, 0.84% active | AID 720700; in the data active = inhibition above about 9.5%
ASAP1 inh: blocks human ASAP1-stimulated Arf1 GTP hydrolysis. Q9ULH1. GDP FP detection. inhibition, % at 16.5 µM. 360,000 tested, 0.19% active. AID 624377; in the data active = inhibition above about 25%;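 note: 0% = vehicle with enzyme and substrate and 100% = no enzyme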
Target sequence (Q9ULH1 325-724 limits assumed): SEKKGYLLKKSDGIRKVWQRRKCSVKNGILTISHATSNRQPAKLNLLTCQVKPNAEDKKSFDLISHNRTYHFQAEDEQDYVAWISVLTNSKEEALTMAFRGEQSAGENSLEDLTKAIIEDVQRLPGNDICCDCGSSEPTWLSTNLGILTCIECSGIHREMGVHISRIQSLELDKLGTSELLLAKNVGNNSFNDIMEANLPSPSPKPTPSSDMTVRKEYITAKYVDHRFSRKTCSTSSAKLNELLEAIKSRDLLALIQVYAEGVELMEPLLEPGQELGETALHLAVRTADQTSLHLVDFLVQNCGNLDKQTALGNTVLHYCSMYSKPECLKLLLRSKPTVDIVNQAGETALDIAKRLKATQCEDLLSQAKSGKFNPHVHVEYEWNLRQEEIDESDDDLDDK
Tn7 DDE FP: inhibitors of Tn7 peptide binding to human fibrin DD(E); P02675; FP displacement of FITC-Tn7 peptide from fibrin DD(E); 0% = median of compound wells per plate; inhibition, % at 8.3 µM; 370,000 tested, 0.13% active; AID 720508;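 active = inhibition above the mean of compounds falling within the control limits plus 3 SD of them, cut at about 14% in these data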;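 note: 0% = plate median of compound wells and 100% = 10 µM Aha-Tn7 peptide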
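Assay system: human fibrin DD(E). Input: DD(E) 2 µM final. Medium: Tris buffer with calcium and detergent, pH 7.8. Compound dosing: single point at 8.3 µM. Timing: 10 min plus 3 h, room temperature. Technique: fluorescence polarization of the labelled Tn7 tracer. Read-out: percent inhibition. Replicates: singlicate testing.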
ARFGAP1 inhibitor: inhibits rat ARF GTPase activating protein 1; Arfgap1-stimulated ARF1 GTP hydrolysis, GDP FP detection; AID 651572; 360,000 tested, 0.26% active; inhibition, % at 16.5 µM; Q62848;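 active = inhibition above a per-plate limit, mean inhibition of low control wells plus 3 SD, cut at about 25% in these data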;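 note: 0% = DMSO wells with enzyme and 100% = wells lacking Arfgap1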
Target sequence (Q62848 1-136 limits assumed): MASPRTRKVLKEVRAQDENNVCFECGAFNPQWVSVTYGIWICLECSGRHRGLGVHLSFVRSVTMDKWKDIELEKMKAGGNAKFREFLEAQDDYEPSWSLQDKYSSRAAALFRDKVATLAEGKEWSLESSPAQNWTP
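Assay system: purified rat His6-Arfgap1 residues 1-136 (GAP domain); Reagent: human Δ17 ARF1 bound to GTP; Dosing: 16.5 µM single point, 1.26% DMSO; Times: GTP hydrolysis reaction 2 h at 25 °C; Signal: FP, GDP Alexa 633 tracer displaced from anti-GDP antibody, 620/688 nm; Measure: % inhibition from polarization.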
UHRF1 binding: human UHRF1 methylated DNA binding inhibitors. Q96T88. UHRF1 binding to methylated oligo, TR-FRET. inhibition, % at 4.4 µM. 370,000 tested, 0.75% active; in the data active = inhibition above about 21%;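 note: UHRF1 SRA domain binding a hemimethylated CpG hairpin DNA probe; 0% = median of test compound wells and 100% = reference inhibitor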
sPLA2-III inh: Inhibits HGIII-sPLA2 liposome hydrolysis, primary screen. Q9NZ20. inhibition, % at 12.2 µM. QFRET BODIPY PC-A2 liposome hydrolysis, fluorescence. 370,000 tested, 0.56% active;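 active = inhibition above mean plus 3 SD of compounds lying within the high and low control bounds, cut at about 19% in these data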;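 note: 0% = median of test compound wells and 100% = no enzyme DMSO wells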
proKLK7 act: activates the human kallikrein-7 zymogen | P49862 | purified proKLK7, EDANS-DABCYL substrate fluorescence; 100% is mature enzyme control, 0% vehicle | activation, % at 7 µM | 370,000 tested, 0.9% active | AID 652039;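 active = activation above the mean of all tested compounds plus 3 SD, computed per campaign excluding outliers beyond control limits, cut at about 13% in these data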
Numbers without * were called inactive.

How did CCCCNc1c(-c2ccc(-c3ccc(C(C)=O)cc3)c(OC)c2)nc2cc(C)ccn12 do in these assays?
PLCb3 inh: -283.9; DDE Tn6 FP inh: -8.8; NR1D1 modulator: -0.5; PLC-gamma1 inh: -232.2; ASAP1 inh: 6.3; Tn7 DDE FP: 4.7; ARFGAP1 inhibitor: -1.8; UHRF1 binding: 0.6; sPLA2-III inh: -2.5; proKLK7 act: -1.6

How did O=[N+]([O-])c1ccc2nn(Cc3ccccc3)cc2c1 do in these assays?
PLCb3 inh: 3.8; DDE Tn6 FP inh: -3.3; NR1D1 modulator: 16.6; PLC-gamma1 inh: 2.5; ASAP1 inh: -2.0; Tn7 DDE FP: -5.5; ARFGAP1 inhibitor: -6.4; UHRF1 binding: -1.2; sPLA2-III inh: -5.5; proKLK7 act: -0.1

Results for CCC(C(=O)NCC1CCCO1)N(Cc1ccc(F)cc1)C(=O)CNS(=O)(=O)c1ccccc1 (stereo not drawn) ?
PLCb3 inh: -3.7; DDE Tn6 FP inh: 2.3; NR1D1 modulator: -3.0; PLC-gamma1 inh: -2.8; ASAP1 inh: -17.2; Tn7 DDE FP: -0.7; ARFGAP1 inhibitor: 13.6; UHRF1 binding: -0.1; sPLA2-III inh: -3.4; proKLK7 act: -0.3

Results for CC(=O)c1ccc(NC(=O)c2cnn3c(C(F)F)cc(C4CC4)nc23)cc1 ?
PLCb3 inh: 2.3; DDE Tn6 FP inh: 1.0; NR1D1 modulator: -30.6; PLC-gamma1 inh: 0.4; ASAP1 inh: -13.9; Tn7 DDE FP: -6.0; ARFGAP1 inhibitor: 0.8; UHRF1 binding: -0.4; sPLA2-III inh: -2.2; proKLK7 act: -0.2

Results for Cc1ccccc1NS(=O)(=O)c1ccc(OCC(=O)NCC2CCCO2)cc1 (stereo not drawn) ?
PLCb3 inh: -2.6; DDE Tn6 FP inh: 10.5; NR1D1 modulator: -6.5; PLC-gamma1 inh: -0.4; ASAP1 inh: -7.1; Tn7 DDE FP: -1.2; ARFGAP1 inhibitor: -0.5; UHRF1 binding: -1.0; sPLA2-III inh: -2.3; proKLK7 act: -0.3

Results for Cc1nn(CC(=O)NCCN2CCOCC2)c(=O)c2ccccc12 ?
PLCb3 inh: 2.5; DDE Tn6 FP inh: 1.6; NR1D1 modulator: -5.3; PLC-gamma1 inh: -0.9; ASAP1 inh: -5.6; Tn7 DDE FP: -3.9; ARFGAP1 inhibitor: -0.8; UHRF1 binding: -2.7; sPLA2-III inh: 4.6; proKLK7 act: 0.8

How did CCCc1nnc(SCC(=O)N2CCOCC2)n1CC1CCCO1 (stereo not drawn) do in these assays?
PLCb3 inh: 3.4; DDE Tn6 FP inh: -0.7; NR1D1 modulator: -2.2; PLC-gamma1 inh: -1.8; ASAP1 inh: 0.8; Tn7 DDE FP: -0.9; ARFGAP1 inhibitor: 5.8; UHRF1 binding: 0.0; sPLA2-III inh: 6.4; proKLK7 act: 0.5

Results for Cc1ccc(-n2ncc(-c3n[nH]c(=S)o3)c2N)cc1C ?
PLCb3 inh: 2.1; DDE Tn6 FP inh: 4.0; NR1D1 modulator: 0.4; PLC-gamma1 inh: 0.1; ASAP1 inh: -7.8; Tn7 DDE FP: 0.5; ARFGAP1 inhibitor: -3.1; UHRF1 binding: 0.6; sPLA2-III inh: 15.6; proKLK7 act: -0.1

Results for CN(C(=O)CSc1nc2ccccc2c(=O)n1-c1ccccc1F)C1CCS(=O)(=O)C1 (stereo not drawn) ?
PLCb3 inh: 0.1; DDE Tn6 FP inh: -4.1; NR1D1 modulator: 4.0; PLC-gamma1 inh: 1.8; ASAP1 inh: 1.7; Tn7 DDE FP: -1.9; ARFGAP1 inhibitor: -11.0; UHRF1 binding: -1.7; sPLA2-III inh: 2.8; proKLK7 act: 0.1

Results for Cn1c(CC(=O)Nc2ccc(Cl)c(Cl)c2)nnc1SCC(=O)Nc1nccs1 ?
PLCb3 inh: 1.5; DDE Tn6 FP inh: -2.3; NR1D1 modulator: 3.5; PLC-gamma1 inh: 1.5; ASAP1 inh: -8.0; Tn7 DDE FP: 3.6; ARFGAP1 inhibitor: 5.6; UHRF1 binding: -2.7; sPLA2-III inh: -4.6; proKLK7 act: 0.0

Results for Cc1ccc(Sc2ccc(CN3CCCCC3)cc2[N+](=O)[O-])cc1 ?
PLCb3 inh: 6.4; DDE Tn6 FP inh: 3.1; NR1D1 modulator: 5.0; PLC-gamma1 inh: 2.6; ASAP1 inh: -0.7; Tn7 DDE FP: -1.1; ARFGAP1 inhibitor: -0.9; UHRF1 binding: 0.4; sPLA2-III inh: 3.0; proKLK7 act: 0.1

What do the screens show for `O=c1[nH]cc(S(=O)(=O)Nc2ccc3c(c2)OCO3)c(=O)[nH]1`?
PLCb3 inh: -7.8; DDE Tn6 FP inh: -9.1; NR1D1 modulator: -5.3; PLC-gamma1 inh: -1.7; ASAP1 inh: 5.0; Tn7 DDE FP: 3.1; ARFGAP1 inhibitor: 6.7; UHRF1 binding: 0.5; sPLA2-III inh: -1.3; proKLK7 act: -0.4

How did CSc1oc(-c2ccco2)nc1S(=O)(=O)c1ccccc1 do in these assays?
PLCb3 inh: -20.0; DDE Tn6 FP inh: 1.5; NR1D1 modulator: 1.8; PLC-gamma1 inh: -11.3; ASAP1 inh: -2.6; Tn7 DDE FP: -9.2; ARFGAP1 inhibitor: -5.7; UHRF1 binding: -3.4; sPLA2-III inh: 4.5; proKLK7 act: 0.1

How did CCc1ccc(Nc2ccc(S(=O)(=O)N3CCOCC3)cc2[N+](=O)[O-])cc1 do in these assays?
PLCb3 inh: 4.3; DDE Tn6 FP inh: 3.6; NR1D1 modulator: -1.3; PLC-gamma1 inh: 4.5; ASAP1 inh: 5.6; Tn7 DDE FP: -1.7; ARFGAP1 inhibitor: 10.6; UHRF1 binding: -2.4; sPLA2-III inh: -3.7; proKLK7 act: -0.3

Results for CCC(=O)OCC(=O)C1(OC(=O)CC)[C@H](C)C[C@H]2[C@H]3[C@H]([C@@H](O)C[C@@]21C)[C@@]1(C)C=CC(=O)C=C1C[C@H]3Cl (stereo partly drawn) ?
PLCb3 inh: 2.6; DDE Tn6 FP inh: -7.2; NR1D1 modulator: -3.3; PLC-gamma1 inh: -0.7; ASAP1 inh: 0.6; Tn7 DDE FP: -7.9; ARFGAP1 inhibitor: 8.1; UHRF1 binding: 1.3; sPLA2-III inh: -5.7; proKLK7 act: 0.3

Results for Nn1c(Cc2ccccc2)nc2ccccc2c1=O ?
PLCb3 inh: 2.6; DDE Tn6 FP inh: 2.9; NR1D1 modulator: -4.3; PLC-gamma1 inh: 7.8; ASAP1 inh: -0.3; Tn7 DDE FP: 1.4; ARFGAP1 inhibitor: -0.2; UHRF1 binding: 1.4; sPLA2-III inh: -3.0; proKLK7 act: -0.7

How did CC(C)Cc1ccc(CN2C(C)C(=O)N(Cc3cn(Cc4ccco4)nn3)CCS2(=O)=O)cc1 (stereo not drawn) do in these assays?
PLCb3 inh: -8.6; DDE Tn6 FP inh: -3.1; NR1D1 modulator: 7.1; PLC-gamma1 inh: -6.2; ASAP1 inh: 1.1; Tn7 DDE FP: -4.5; ARFGAP1 inhibitor: -3.5; UHRF1 binding: -3.0; sPLA2-III inh: -51.6; proKLK7 act: 0.4

How did CC(=O)C1=C(O)C(=O)N(c2ccc(Br)cn2)C1c1ccc(F)cc1 (stereo not drawn) do in these assays?
PLCb3 inh: -30.6; DDE Tn6 FP inh: 6.5; NR1D1 modulator: 2.1; PLC-gamma1 inh: -24.4; ASAP1 inh: -1.8; Tn7 DDE FP: 2.9; ARFGAP1 inhibitor: 13.0; UHRF1 binding: 1.5; sPLA2-III inh: -5.4; proKLK7 act: 0.8

How did CCC(c1nnnn1-c1ccc(OC)cc1)N1CCN(C/C=C/c2ccccc2)CC1 (stereo not drawn) do in these assays?
PLCb3 inh: 0.6; DDE Tn6 FP inh: -3.0; NR1D1 modulator: 7.9; PLC-gamma1 inh: 2.0; ASAP1 inh: -14.4; Tn7 DDE FP: -1.4; ARFGAP1 inhibitor: -7.0; UHRF1 binding: 2.0; sPLA2-III inh: -2.9; proKLK7 act: 0.1

What do the screens show for `C/C(Cn1nc([N+](=O)[O-])cc1C)=N\NC(=O)COc1ccc(Cl)cc1Cl`?
PLCb3 inh: 6.1; DDE Tn6 FP inh: 4.9; NR1D1 modulator: -2.3; PLC-gamma1 inh: 0.7; ASAP1 inh: 2.6; Tn7 DDE FP: -3.3; ARFGAP1 inhibitor: -10.2; UHRF1 binding: 2.3; sPLA2-III inh: -7.0; proKLK7 act: 0.8

Results for COC(=O)c1ccc(NC(=O)CCS(=O)(=O)c2ccc(C)cc2)cc1 ?
PLCb3 inh: -0.2; DDE Tn6 FP inh: -3.0; NR1D1 modulator: 4.5; PLC-gamma1 inh: 2.4; ASAP1 inh: -7.9; Tn7 DDE FP: 0.5; ARFGAP1 inhibitor: 0.8; UHRF1 binding: -1.1; sPLA2-III inh: -4.1; proKLK7 act: 0.5

What do the screens show for `CC(=O)NC(c1ccccc1)c1nc(-c2csc3ccccc23)cs1` (stereo not drawn)?
PLCb3 inh: -0.4; DDE Tn6 FP inh: -1.7; NR1D1 modulator: -5.6; PLC-gamma1 inh: 1.4; ASAP1 inh: 6.0; Tn7 DDE FP: -4.6; ARFGAP1 inhibitor: 5.0; UHRF1 binding: 4.1; sPLA2-III inh: -11.7; proKLK7 act: 0.6

Results for CCc1ccc2c(c1)c1nc(C)sc1n2CC(=O)OC ?
PLCb3 inh: 0.5; DDE Tn6 FP inh: -2.8; NR1D1 modulator: -2.8; PLC-gamma1 inh: -1.4; ASAP1 inh: -8.7; Tn7 DDE FP: 2.3; ARFGAP1 inhibitor: 4.3; UHRF1 binding: -3.9; sPLA2-III inh: 5.0; proKLK7 act: 0.4

Results for Cc1cc(Br)ccc1SCC(=O)OCC(=O)c1c(N)n(C)c(=O)n(C)c1=O ?
PLCb3 inh: -4.4; DDE Tn6 FP inh: 0.9; NR1D1 modulator: -0.5; PLC-gamma1 inh: -0.3; ASAP1 inh: -3.2; Tn7 DDE FP: -6.3; ARFGAP1 inhibitor: 0.0; UHRF1 binding: 1.3; sPLA2-III inh: -2.4; proKLK7 act: 0.3

Results for COc1ccc(N(C(=O)C2CSC(=O)C2)C(C(=O)NC(C)(C)C)c2ccncc2)cc1 (stereo not drawn) ?
PLCb3 inh: 0.2; DDE Tn6 FP inh: 0.6; NR1D1 modulator: -4.5; PLC-gamma1 inh: 1.1; ASAP1 inh: -1.9; Tn7 DDE FP: 2.2; ARFGAP1 inhibitor: 4.7; UHRF1 binding: -1.0; sPLA2-III inh: -2.8; proKLK7 act: -0.3

The order is random. About 4.5% of those tested had a hit in this group.
